# Rab9 prom act – Rab9 promoter activation | Huh7 Rab9 promoter-luciferase reporter, luminescence, 24 h | Potency, µM (top dose mostly 9.22 µM), for inactives: top-dose activation, negative = inhibition, most hits filed as activators | 320,000 tested, 2.8% active; note: potency is the fitted concentration of half-maximal effect; % of control where 0% means no effect; nearly all actives have a fitted effect of over 60% in size
#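 Luciferase signal after 10 min detection reagent at ambient indicates Rab9 promoter upregulation; stably transfected Huh7 cells were treated 24 h with compound in DMSO at 37 °C, 5% CO2.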
# RORg inh – ROR gamma (mouse) transcription inhibition; Potency, µM (doses to about 53.6 µM), for the others: at the top dose activity change, negative = inhibition, most hits filed as inhibitors; AID 2551; 310,000 tested, 5.4% active; Drosophila S2 Gal4-RORgamma UAS-luciferase reporter, 20 h; note: potency is the fitted concentration of half-maximal effect; % is set by controls: 0 for no effect and ±100 for the full control effect; nearly all actives have a fitted effect of over 60% in size
#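 Luciferase reporter read in Schneider cells carrying Gal4-RORγ (mouse) and UAS-Photinus luciferase; cells given compound 1 h before 700 uM copper sulfate induction, then incubated 20 h at ambient temperature.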
# Gal4-VP16 FLuc – inhibits Gal4-VP16 luciferase reporter, ROR gamma counter-screen. Drosophila S2 Gal4-VP16 UAS-luciferase, luminescence, 20 h. Potency, µM (series often up to 53.6 µM), without a hit: at the highest dose activity, negative = inhibition, hits mostly inhibitors. 310,000 tested, 3.5% active;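 note: Gal4-VP16 expression switched on by copper sulfate through the metallothionein promoter; potency is the fitted concentration of half-maximal effect; % is set by controls: 0 for no effect and ±100 for the full control effect; nearly all actives have a fitted effect of over 50% in size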
# ELG1 repair inh – ELG1-dependent DNA repair inhibition | HEK293T ELG1-luciferase reporter, luminescence, 16 h; DNA damage induced by 5-fluorouridine | Potency, µM (top dose mostly 46.1 µM), inactives show top-dose activity change, negative = inhibition, hits mostly inhibitors | AID 504467 | 330,000 tested, 2.3% active; note: potency is the fitted concentration of half-maximal effect; % is set by controls: 0 for no effect and ±100 for the full control effect; nearly all actives have a fitted effect of over 55% in size
#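 Cells (2,000 per well) received 5-fluorouridine plus test compound or DMSO and were incubated 16 hr at 37 °C, 5% CO2. Luciferase activity was read by luminescence 30 min after ONE-Glo addition; signal suppression marked inhibition of damage-induced ELG1 function.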
# Menin MLL FP TR – inhibitors of human menin-MLL interaction, mutant MLL peptide. Potency, µM (series often up to 61.6 µM), for inactives: at the highest dose FP activity change, negative = inhibition, usual class: inhibitors. O00255. 270,000 tested, 0.23% active. Menin + Texas Red MLL mutant peptide, fluorescence polarization; active = well fitted inhibition curve with a large enough effect in the polarisation, with a control signal flat, not every such curve was filed as active; inconclusive = small, poorly fitted or top-dose-only effect, or effect the other way, or a change in a side signal; inactive = no such curve, though single readings can be large or run the other way; the % refers to the polarisation; note: potency is the fitted concentration of half-maximal effect; % of control where 0% means no effect; many of its hits are not listed in these tables
# PKM2 activator – PKM2 (human) enzyme activation. purified PKM2, Kinase-Glo ATP luminescence, activation; response scale: 0% is enzyme alone, no compound. Potency, µM (highest dose often 57.5 µM), without a hit: top-dose activation, most hits filed as activators. 260,000 tested, 0.34% active; note: potency is the fitted concentration of half-maximal effect; % is set by controls: 0 for no effect and ±100 for the full control effect; nearly all actives have a fitted effect of over 55% in size
# Target sequence (P14618 whole entry, looked up): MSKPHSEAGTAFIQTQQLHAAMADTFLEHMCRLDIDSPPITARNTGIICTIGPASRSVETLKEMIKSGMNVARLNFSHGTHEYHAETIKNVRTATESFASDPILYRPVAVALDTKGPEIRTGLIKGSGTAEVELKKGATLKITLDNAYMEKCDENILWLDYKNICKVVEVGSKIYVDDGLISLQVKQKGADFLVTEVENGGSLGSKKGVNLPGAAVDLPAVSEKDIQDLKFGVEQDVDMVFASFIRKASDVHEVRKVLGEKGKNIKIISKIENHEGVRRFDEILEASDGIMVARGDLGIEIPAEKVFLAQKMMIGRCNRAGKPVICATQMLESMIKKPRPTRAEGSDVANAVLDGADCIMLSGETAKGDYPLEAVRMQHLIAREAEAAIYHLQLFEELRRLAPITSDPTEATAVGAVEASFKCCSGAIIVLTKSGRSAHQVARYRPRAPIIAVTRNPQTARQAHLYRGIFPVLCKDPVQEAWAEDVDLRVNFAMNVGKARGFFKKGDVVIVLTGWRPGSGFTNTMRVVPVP
#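 Purified hPK-M2 (>95%) run at intermediate activity with 0.1 mM ADP and 0.5 mM PEP in 50 mM imidazole pH 7.2, KCl, MgCl2; 1 h room temperature. ATP formed read by Kinase-Glo luminescence; normalized to uninhibited and no-enzyme controls.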
# Mito fusion yeast – mitochondrial division inhibition or fusion activation. 320,000 tested, 0.23% active. Potency, µM (top dose mostly 46.1 µM), inactives show at the highest dose growth rescue (activation), usual class: activators. AID 485298. S. cerevisiae fusion-defective mutant growth rescue, CellTiterGlo 48 h;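 note: potency is the fitted concentration of half-maximal effect; % of control where 0% means no effect; nearly all actives have a fitted effect of over 45% in size; temperature-sensitive fusion mutants such as fzo1-1 at 37 °C on non-fermentable ethanol glycerol medium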
#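 Read-out: ATP-based luminescence (CellTiterGlo, 10 min ambient) reporting growth of fusion-defective ts yeast after 48 hours at 37C on glycerol/ethanol YPEG medium in the presence of compound.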
# FLuc modulator – firefly luciferase modulation, counter-screen for miR-21 project | Potency, µM (titrated, usually from 57.5 µM), for inactives: top-dose activity change, negative = inhibition, most hits filed as inhibitors | AID 588342 | 360,000 tested, 6.9% active | P08659 | purified FLuc, Km substrates, luminescence inhibition;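 note: potency is the fitted concentration of half-maximal effect; plate controls were vehicle for no effect and reference inhibitor for full effect; nearly all actives have a fitted effect of over 55% in size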
#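 Purified P. pyralis luciferase, 10 nM final, with Km-level 10 uM D-luciferin and 10 uM ATP in 50 mM Tris acetate pH 7.5, 10 mM Mg acetate, 0.01% Tween-20, 0.05% BSA; 6-point qHTS titration about 60 µM downward; luminescence read.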
# MBNL1-CUG inh – MBNL1-poly(CUG) RNA binding inhibition. 280,000 tested, 0.036% active. Potency, µM (series often up to 57.5 µM), for inactives: top-dose activity change, negative = inhibition, most hits filed as inhibitors. TR-FRET MBNL1-His/biotin-(CUG)12 binding, 665/545 ratio. AID 2675; active = well fitted inhibition curve with a large enough effect in the signal ratio, with a control signal flat, not every such curve was filed as active; inconclusive = small, poorly fitted or top-dose-only effect, or effect the other way, or a change in a side signal; inactive = no such curve, though single readings can be large or run the other way; the % refers to the signal ratio; note: potency is the fitted concentration of half-maximal effect; % is set by controls: 0 for no effect and ±100 for the full control effect
# Target sequence (Q9NR56 whole entry, looked up): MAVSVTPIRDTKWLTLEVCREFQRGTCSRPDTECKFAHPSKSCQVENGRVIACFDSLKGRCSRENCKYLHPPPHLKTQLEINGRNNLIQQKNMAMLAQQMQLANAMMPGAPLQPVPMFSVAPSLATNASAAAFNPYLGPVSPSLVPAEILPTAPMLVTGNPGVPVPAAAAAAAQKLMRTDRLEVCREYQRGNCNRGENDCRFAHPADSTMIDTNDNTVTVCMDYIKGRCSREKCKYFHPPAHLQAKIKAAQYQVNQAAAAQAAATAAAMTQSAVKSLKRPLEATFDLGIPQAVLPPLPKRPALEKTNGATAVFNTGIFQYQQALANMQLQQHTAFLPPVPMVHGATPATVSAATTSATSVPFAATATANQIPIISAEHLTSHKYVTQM
#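 Compound titration spanned 92 nM–58 uM against the MBNL1-His/biotin-(CUG)12 complex. After 60 min at room temperature with 5 nM streptavidin-XL665 and 0.055 ng/ul terbium anti-His, ratiometric 665/545 nm emission (Ex 340 nm) normalized to controls.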
# KCNH2 3.1 block – inhibitors of human KCNH2 3.1 potassium channel isoform; activity change, % (tested at about 1.8 µM); AID 720553; U2OS KCNH2 3.1, thallium flux FluxOr; hits give low values; 340,000 tested, 0.95% active;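 active = maximum activity change below -70%; inconclusive = maximum activity change from -70% to -50%; inactive = maximum activity change above -50%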;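 note: thallium influx rate constant from kinetic fluorescence after stimulation buffer; % is set by controls: 0 for no effect and ±100 for the full control effect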
#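 Kinetic fluorescence (2 min after stimulation buffer) measures Tl+ influx through KCNH2 3.1 expressed by viral transduction in U2OS cells; the rate constant is normalized against DMSO controls serving as positive and negative references.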
# NPC1 promoter act – activators of NPC1 promoter; Huh7 NPC1 promoter luciferase reporter, 24 h; Potency, µM (series often up to 9.22 µM), without a hit: top-dose activation, usual class: activators; 320,000 tested, 2.4% active; AID 485313;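 note: potency is the fitted concentration of half-maximal effect; % of control where 0% means no effect; nearly all actives have a fitted effect of over 60% in size; reporter is driven by a mutant NPC1 promoter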
#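 Cells: Huh7 expressing luciferase under the NPC1 promoter, 1500/well. Seeded 2 h, compound added, incubated 24 h at 37 °C. Luciferase reagent, 10 min ambient, then luminescence.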
# * = called active by the depositor; u = inconclusive; x = not tested or not shown; [ ] = remark or other dose. Unless noted, calls come from the whole dose curve; as a rule, active = well fitted curve in the direction sought with a large enough effect; inconclusive = small, poorly fitted or top-dose-only effect, or another doubt; inactive = no such curve, though single readings can be large; an effect the other way counts as inactive or inconclusive.
SMILES,Rab9 prom act,RORg inh,Gal4-VP16 FLuc,ELG1 repair inh,Menin MLL FP TR,PKM2 activator,Mito fusion yeast,FLuc modulator,MBNL1-CUG inh,KCNH2 3.1 block,NPC1 promoter act
CCN1CCN(Cc2ccc(NC(=O)c3cc(NC(=O)c4cnn(-c5ccccc5)c4N)cc(OC)c3)cc2C(F)(F)F)CC1,0.1%,-40.1%,-23.8%,3.6%,x,-3.6%,-4.5%,16.9µM*,-8.5%,27.1,-0.7%
Cc1ccc(NC(=O)C2CCCN(C(=O)c3ccc(Cl)cc3)C2)c(C)c1 (stereo not given),-1.4%,4.3%,3.4%,-6.9%,0.8%,-4.7%,-1.2%,-2.2%,2.2%,4.0,-2.0%
Cc1c(C)n2c(SCC(=O)NC3CCCCC3)nnc2[nH]c1=O,2.0%,x,x,0.0%,x,x,-2.6%,-0.6%,x,-4.4,-1.6%
COc1cccc(CNC(=O)C2CCCN(S(=O)(=O)c3cccc4nonc34)C2)c1 (stereo not given),-0.3%,-5.1%,-10.0%,-15.2%,-10.7%,6.9%,1.9%,1.1%,u,3.5,0.1%
CC(=O)Nc1nc(S(=O)(=O)c2ccc(C)cc2)c(Cl)s1,2.1%,10.6%,-0.6%,-9.2%,u,16.9%,4.7%,3.8%,-1.0%,7.6,0.6%
O=C(O)c1ccc2c(c1)NC(=O)C(N1CCCC1)S2 (stereo not given),-5.4%,0.2%,-8.2%,-0.8%,6.3%,0.7%,1.3%,-1.8%,-7.8%,2.5,-3.3%
COCCNS(=O)(=O)c1ccc(C)c(C)c1C,-3.9%,10.2%,-20.5%,0.9%,-14.3%,-13.7%,-0.4%,0.4%,-9.6%,-4.1,-3.2%
COc1ccc(OCc2nnc(SCC(=O)c3c(N)n(C)c(=O)n(C)c3=O)n2-c2ccccc2F)cc1,-6.5%,-6.1%,-4.2%[10 µM],13.4%,4.3%,-23.3%,2.6%,0.9%,u,x,-0.9%
N#Cc1c(-c2ccccc2)nc(SCC(=O)Nc2ccccc2)[nH]c1=O,-9.9%,31.8%,-5.2%,3.4%,25.2%,0.1%,0.3%,-0.2%,60.3%[activator],17.9,-2.9%
O/N=C/C1=C(Cl)c2ccccc2CC1,-3.7%,-4.2%,-7.2%[10 µM],12.7%,13.3%,-1.8%,2.6%,u,6.3%,-12.4,-7.0%
CCOc1ccccc1Oc1cn[nH]c1-c1ccc(OCC(=O)NN)cc1O,1.6%,0.1%,-3.1%,u,u,x,-0.2%,0.7%,0.2%,-2.3,-1.0%
COC(=O)N/N=C/c1ccc([N+](=O)[O-])s1,9.6%,-19.0%,-22.4%,u,7.8%,-5.3%,26.1%,-7.0%,u,7.8,3.5%
Cc1cccc(NS(=O)(=O)c2cccc(C(=O)N3CC(C)OC(C)C3)c2)c1 (stereo not given),-1.2%,x,x,-5.6%,x,x,-3.5%,6.4%,x,-6.9,0.8%
CC(=O)Nc1ccc(NC(=O)C(C)Oc2ccccc2F)cc1 (stereo not given),-2.8%,41.0%,13.9%,5.7%,-1.8%,-13.0%,-4.2%,4.8%,-10.0%,3.0,1.3%
CCOc1ccc(NC(=O)Cn2nnc(-c3ccccc3NC(=O)c3cccs3)n2)cc1,-2.4%,1.1%,3.1%,-14.5%,u,1.5%,0.5%,-1.9%,0.8%,5.7,-5.9%
COc1ccc(CCN2CC(C(=O)N(C)CCn3nc(C)cc3C)CCC2=O)cc1 (stereo not given),6.5%,-18.4%,4.3%,16.1%,x,x,0.6%,-0.3%,-3.0%,9.6,-19.7%
O=[N+]([O-])c1ccc(N2CCCC2)nc1,-1.6%,14.6%,5.7%,0.7%,x,-4.3%,0.4%,1.9%,u,-0.3,-0.2%
Cc1onc(-c2c(F)cccc2Cl)c1C(=O)NCc1ccc(F)cc1,-1.2%,-18.6%,4.8%,6.9%,-1.2%,x,u,3.3%,-2.5%,1.4,-1.8%
CCCCNC(=O)C1CCCN1S(=O)(=O)c1cccc2nsnc12 (stereo not given),-4.4%,-0.1%,-1.6%,-3.6%,x,13.7%,1.4%,2.2%,u,-10.7,-1.7%
COCc1cc(C)nc(N2CCNCC2)c1C#N,3.0%,-0.8%,-2.3%,6.5%,-3.5%,-8.9%,0.7%,4.2%,2.0%,17.3,0.5%
Fc1ccc(-n2cc(-c3ccccc3)c3c(N4CCOCC4)ncnc32)cc1,2.3%,9.5%,-14.9%,20.6µM*,-22.1%,1.0%,1.4%,u,x,-39.4,-2.6%
CC(C)(C)c1cc(C(=O)NNS(=O)(=O)c2ccccc2)n[nH]1,-2.4%,32.5%,-5.6%,12.9%,x,-1.6%,-2.9%,0.5%,-9.2%,37.6,1.6%
Cc1ccc(NC(=O)CNC(=O)Cc2cccc3ccccc23)nc1,-0.4%,14.1%,-6.9%,22.9%,x,-1.9%,-2.2%,-5.2%,4.2%,-5.6,0.8%
CSCCC(NC(=O)c1ccco1)C(=O)N1CCC(C(N)=O)CC1 (stereo not given),-6.0%,x,x,8.8%,x,x,0.3%,3.7%,x,0.5,0.2%
COc1ccc(C(=O)C2CCCN(Cc3nc4ccccc4nc3C)C2)cc1OC (stereo not given),-5.7%,u,-7.8%,u,-7.0%,-0.1%,-11.1%,-1.4%,3.5%,-41.9,-5.3%
O=C(NCCc1ccncc1)Nc1ccc(Cl)cc1,-2.9%,u,2.0%,18.2%,7.6%,-0.7%,-1.6%,-19.2%,-6.5%,-3.2,1.7%
CCc1nc(CN2CCN(Cc3ccc(F)c(F)c3)C(CCO)C2)c(C)[nH]1 (stereo not given),-8.2%,-20.6%,18.6%,-9.0%,0.9%,-1.2%,1.5%,-1.2%,-3.2%,0.5,-1.1%
CC(=O)c1cccc(NC(=O)c2cccc(NC(=O)c3ccco3)c2)c1,7.5%,12.0%[1.91 µM],3.5%,-9.3%,u,0.0%,1.9%,-14.9%,12.6%,-0.1,-1.2%
CCN(C(=O)COC(=O)c1cc2c(s1)CCCCC2)C1CCS(=O)(=O)C1 (stereo not given),-0.5%,x,x,-18.0%,-9.9%,1.9%,0.8%,-13.0%,-1.8%,5.5,-4.4%
Cc1ccc(S(=O)(=O)N2CCCCC2)cc1NC(=O)COC(=O)Cc1cccc2ccccc12,1.3%,u,-12.9%,-16.0%,-10.0%,5.6%,11.3%,0.5%,6.8%,7.1,-1.0%
COc1cccc(CN2CC(C(=O)NCc3ccc(C)o3)CCC2=O)c1 (stereo not given),-6.0%,-17.2%,3.3%,15.4%,-0.7%,6.2%,3.3%,4.1%,-8.3%,-8.0,1.9%
COc1cccc(-c2nnn(CC(=O)N(CC(C)C)C3CCS(=O)(=O)C3)n2)c1 (stereo not given),2.6%,x,x,-1.1%,x,x,-8.8%,1.5%,x,11.3,1.3%
CCc1ccc(N2C(=O)C(Cl)=C(N3CCOCC3)C2=O)cc1,-7.9%,30.0%,12.6µM*,11.8%,-8.6%,15.9%,-0.3%,-10.1%,u,19.9,-1.2%
Cn1cccc1C(=O)C(=O)Nc1cc(Cl)cc(Cl)c1,u,32.1%,-12.1%,u,u,-3.0%,1.7%,u,-11.8%,-15.2,u
Cc1cc(C)cc(OCC(=O)NNC(=O)c2cc3ccccc3o2)c1,-8.8%,2.9%,-13.0%,-1.8%,7.8%,2.5%,-6.9%,-1.9%,-5.9%,x,-1.5%
COc1ccc2nc(NC(=O)CSc3nc(C)cc(=O)[nH]3)sc2c1,1.1%,u,u,25.9%,x,-2.9%,20.7%,u,-2.4%,7.5,12.6%
CC(=O)Nc1ccc(S(=O)(=O)NCC2CCC(C(=O)NCCCN3CCCC3=O)CC2)cc1 (stereo not given),-3.1%,11.2%,0.2%,0.3%,-5.1%,-0.4%,-3.2%,-2.4%,-2.2%,0.5,0.9%
O=C(CCC1CCN(C(=O)c2cncs2)CC1)Nc1ccccc1,-1.5%,22.5%,10.5%,19.5%,x,2.5%,-0.4%,-1.0%,-5.2%,x,-2.9%

# Assay outcomes deposited in PubChem BioAssay by National Center for Advancing Translational Sciences (NCATS).

# Only part of the results is shown; the hit share may differ from the screen's.
